# Compound activity (PubChem)
# HEK293 tox: Cytotoxic Profiling in HEK 293 Cell Line of Diverse Libraries Using Quantitative High-Throughput Screening; HEK 293 viability, ATP luminescence (CellTiter-Glo), 48-72 h; Potency, µM (top dose mostly 115 µM), for inactives: at the top dose activity change, negative = cytotoxicity, hits mostly inhibitors; hit rate 6.6% among 94,000; note: potency is the fitted concentration of half-maximal effect; nearly all actives have a fitted effect of over 60% in size
#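 ATP-coupled CellTiter-Glo luminescence served as viability read-out, recorded 10 min after reagent addition at room temperature. HEK 293 cells, 250 cells/well, had been incubated with pintool-transferred compound for 48 or 72 hr at 37 degree Celsius.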
# IP6K1 inh: Primary qHTS assay for small molecule inhibitors of Inositol hexaphosphate kinase 1 (IP6K1); Inositol hexakisphosphate kinase 1 (Homo sapiens), Q92551; hit rate 0.81% among 140,000; activity change, % (series mostly up to about 58 µM); IP6K1 kinase, ADP-Glo luminescence, 2 h; hits give low values; in the data active = activity change below about -25%
# Target sequence (Q92551 whole entry, looked up): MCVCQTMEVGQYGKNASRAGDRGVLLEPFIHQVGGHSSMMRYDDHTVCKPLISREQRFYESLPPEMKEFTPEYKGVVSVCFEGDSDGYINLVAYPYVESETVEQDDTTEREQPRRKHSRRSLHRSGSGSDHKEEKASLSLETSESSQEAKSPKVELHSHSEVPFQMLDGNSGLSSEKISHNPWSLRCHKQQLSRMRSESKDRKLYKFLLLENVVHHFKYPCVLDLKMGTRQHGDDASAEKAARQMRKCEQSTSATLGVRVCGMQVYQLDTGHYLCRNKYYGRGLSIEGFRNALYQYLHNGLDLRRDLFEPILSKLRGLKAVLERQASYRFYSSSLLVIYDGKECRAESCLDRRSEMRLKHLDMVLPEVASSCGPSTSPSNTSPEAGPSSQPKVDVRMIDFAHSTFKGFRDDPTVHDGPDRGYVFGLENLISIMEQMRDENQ
#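 ADP-Glo luminescence measures ADP made by human IP6K1 during a 2 h RT reaction with ATP/IP6 (mix at 1.3 mM/130 uM); top library doses 57.5 and 19.1 uM final.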
# NIH3T3 tox: Cytotoxic Profiling in NIH 3T3 Cell Line of Diverse Libraries Using Quantitative High-Throughput Screening; NIH 3T3 viability, CellTiter-Glo ATP luminescence, 48-72 h; Potency, µM (highest dose often 96.7 µM), without a hit: at the top dose activity change, negative = cytotoxicity, hits mostly inhibitors; hit rate 4.3% among 94,000; AID 1345082, 2018; note: potency is the fitted concentration of half-maximal effect; nearly all actives have a fitted effect of over 55% in size
#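 First NIH 3T3 cells are plated at 400 cells/well; next compound is pinned in; then plates incubate 48 or 72 hr at 37 °C; finally CellTiter-Glo is added and luminescence read after 10 min.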
# SNCA expr inh: Primary qHTS assay for inhibitors of alpha-synuclein gene (SNCA) expression; hit rate 0.17% among 140,000; AID 1671194, 2021; Potency, µM (series often up to 57.2 µM), for inactives: at the highest dose activity change, negative = inhibition, hits mostly inhibitors; HEK-293 SNCA-luciferase knock-in, luminescence, 24 h;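 note: potency is the fitted concentration of half-maximal effect; plate controls were DMSO cells for no effect and cell-free wells for full effect; nearly all actives have a fitted effect of over 45% in size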
# SNCA viab count: GF-AFC viability counterscreen for inhibitors of alpha-synuclein gene (SNCA) expression; HEK-293-SNCA-luc viability, GF-AFC fluorescence, 24 h; Potency, µM (series often up to 57.1 µM), without a hit: at the top dose activity change, negative = cytotoxicity, hits mostly cytotoxic; hit rate 0.12% among 150,000; AID 1671193, 2021;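 note: potency is the fitted concentration of half-maximal effect; 0% = DMSO-treated cells and -100% = medium-only wells without cells; nearly all actives have a fitted effect of over 30% in size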
#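 Cytotoxicity counterscreen: after 24 h compound treatment of genome-edited SNCA-luciferase HEK-293 cells, live-cell protease substrate GF-AFC read by fluorescence after 30 min; activity scaled between DMSO (0%) and medium-only (-100%), curves Hill-fitted.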
# Luciferase inh: Firefly luciferase inhibition profiling of diverse chemical library using quantitative high-throughput screening. AID 1347043, 2019. Potency, µM (titrated, usually from 115 µM), for inactives: top-dose activity change, negative = inhibition, actives largely listed as inhibitors. hit rate 2.5% among 76,000. purified P. pyralis luciferase, luminescence, biochemical; note: potency is the fitted concentration of half-maximal effect; nearly all actives have a fitted effect of over 65% in size
#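 Purified P. pyralis luciferase (10nM final) in 50mM Tris acetate pH 7.5, 10mM Mg acetate, 0.01% Tween-20, 0.05% BSA with 10uM D-luciferin and 10uM ATP. Compounds titrated qHTS. Luminescence imaged on CCD.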
# GPT2 inhibitor: Primary qHTS assay for inhibitors of Glutamate pyruvate transaminase 2 (GPT2); Recombinant GPT2, coupled pyruvate oxidase/HRP Amplex Red fluorescence; Potency, µM (series often up to 57.7 µM), inactives show at the top dose activity change, negative = inhibition, most hits filed as inhibitors; hit rate 0.25% among 100,000; note: potency is the fitted concentration of half-maximal effect; nearly all actives have a fitted effect of over 60% in size; many of its hits are not listed in these tables
# Target sequence (Q8TD30 whole entry, looked up): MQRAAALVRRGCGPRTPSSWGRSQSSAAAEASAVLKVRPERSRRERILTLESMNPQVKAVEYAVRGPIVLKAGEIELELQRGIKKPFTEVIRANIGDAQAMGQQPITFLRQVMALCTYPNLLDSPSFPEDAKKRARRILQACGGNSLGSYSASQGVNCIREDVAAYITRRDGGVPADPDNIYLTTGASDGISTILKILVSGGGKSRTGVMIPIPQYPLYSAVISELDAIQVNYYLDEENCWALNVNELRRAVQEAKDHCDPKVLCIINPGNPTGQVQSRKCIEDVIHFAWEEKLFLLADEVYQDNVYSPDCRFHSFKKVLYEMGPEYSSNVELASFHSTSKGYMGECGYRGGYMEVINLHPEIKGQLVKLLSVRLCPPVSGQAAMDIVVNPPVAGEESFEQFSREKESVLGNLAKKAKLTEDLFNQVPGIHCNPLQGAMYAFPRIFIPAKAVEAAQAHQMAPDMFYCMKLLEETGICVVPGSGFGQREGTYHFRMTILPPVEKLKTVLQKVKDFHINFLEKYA
#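 Fluorescence read-out: pyruvate from GPT2 turnover coupled to pyruvate oxidase, HRP and Amplex Red (0.2mM ThPP, 0.2U/mL PO and HRP, 50uM Amplex final). Substrates 250uM a-KG, 2mM L-alanine; enzyme 10ng/uL; 30 min RT.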
# * hit, by the source's call; i = inactive; ? = inconclusive; · = no result given; [ ] = another dose, or the depositor's remark. Unless noted, calls come from the whole dose curve; as a rule, active = well fitted curve in the direction sought with a large enough effect; inconclusive = small, poorly fitted or top-dose-only effect, or another doubt; inactive = no such curve, though single readings can be large; an effect the other way counts as inactive or inconclusive. Unless noted, % is set by controls: 0 for no effect and ±100 for the full control effect. A portion of the library. The share of hits here may be higher or lower than overall.
SMILES,HEK293 tox,IP6K1 inh,NIH3T3 tox,SNCA expr inh,SNCA viab count,Luciferase inh,GPT2 inhibitor
COCC1CN(C(C)=O)CC12CCN(C(=O)COc1cccc(C)c1)CC2 (stereo not given),4.5%,-1.0,-9.1%,2.5%,?,3.7%,4.3%
CC(=O)c1cccc(NC(=O)C(C)n2c(=O)cc(C)c3c(C)nn(-c4ccccc4)c32)c1 (stereo not given),·,22.3,·,-4.6%,1.7%,·,·
Cc1noc([C@@H]2CN(C(=O)c3ccc(Br)o3)C[C@H]2CO)n1,-3.3%,10.6,-13.3%,-4.8%,0.5%,-2.2%,i
CCOc1ccc(NC(=O)c2cc3c(N4CCSCC4)nc(C)cn3n2)cc1,-10.3%,-0.7,-17.3%,24.2%,10.3%,-9.8%,3.7%
CC(C)C(=O)Nc1ccccc1OCc1cc(=O)n2ccccc2n1,·,-21.8,·,?,4.4%,·,·
CCN1CCN(c2cc3c(cc2F)c(=O)c(S(=O)(=O)c2ccccc2)cn3C)CC1,·,-3.7,·,-0.8%,9.3%,·,·
COc1ccc2c(c1)CN(Cc1ccccc1)CC[C@H]1COC(=O)N21,2.2%[172 µM],-16.2,i,25.0%[87.6 µM],3.2%[87.6 µM],4.7%[172 µM],1.7%[88.5 µM]
O=C(Cn1nc2c(cc1=O)CCCC2)Nc1nc(-c2ccc3c(c2)OCCCO3)cs1,1.4%,19.4,-0.2%,4.3%,12.1%,3.2%,i
O=C(NCCc1ccccc1F)c1nc2sccn2c1-c1ccccc1,?,1.5,?,2.4%,-1.5%,·,i
Cc1[nH]ncc1CNC(=O)C1CCN(c2cnn(CC3CC3)c(=O)c2)C1 (stereo not given),i,-0.5,3.6%,-1.1%,-0.5%,5.5%,-2.8%
Cc1cc(C)cc(NC(=O)CN(c2cccc(C)c2C)S(=O)(=O)c2ccccc2)c1,·,21.9,·,-6.6%,-12.7%,·,·
COc1ccc(-c2nc(C)c(CCNC(=O)c3ccc(C(F)(F)F)cc3)s2)cc1OC,·,-5.5,·,-2.4%,1.1%,·,·
CCOc1cccc(CNC(=O)c2cc3n(n2)CC(c2ccc4c(c2)OCO4)OC3)c1 (stereo not given),?,6.1,?,-2.6%,2.4%,-7.3%,i
COC(=O)CNC(=O)c1nc2cccnc2n(C2CC2)c1=O,0.7%[172 µM],4.9,-9.9%[138 µM],6.5%[87.6 µM],-21.1%[87.6 µM],·,i
COc1ccc(C(=O)N2CCC3(CC2)NC(=O)N(c2ccccc2)N3)cc1,?,-1.4,?,-7.6%,3.4%,-1.9%,?
O=C(c1ccccn1)N1CC(Oc2ccc(-c3noc(C4CC4)n3)cc2)C1,?,-8.6,?,-9.7%,?,-14.7%,?
COc1ccc(CNC(=O)CSc2nc3ccccc3nc2Cc2ccccc2)cc1,·,-8.6,·,?,7.5%,·,·
CNC(=O)c1ccc2c(c1)NC(C)(CNc1ccccc1)CO2 (stereo not given),?,-5.8,-24.0%[138 µM],5.5%[87.6 µM],-4.3%[87.6 µM],-3.5%[172 µM],i
CC(C)CCN1CCC(N2CCN(S(=O)(=O)c3ccc4c(c3)CCCC4)CC2)C1=O (stereo not given),?,24.7,?,-29.3%,-14.3%,-10.0%,-19.0%
O=C(NCc1cccnc1)c1ccc2c(c1)n(Cc1ccc(F)cc1)c(=O)c1ccnn12,?,30.6,-14.4%,-20.6%,2.2%,3.3%,3.1%
O=C(NCC1CCC(=O)N(Cc2ccccc2)CC1)C1CCCC1 (stereo not given),-1.0%,5.8,-19.8%,12.8%,11.8%,·,i
CN(C)c1nc2c(c(=O)[nH]1)CCN(Cc1cc(F)cc(F)c1)CC2,-3.0%,5.2,-3.9%,15.6%,2.7%,-3.3%,0.3%
O=C(Nc1cccc2ccccc12)O[C@@H]1CO[C@H]2[C@@H]1OC[C@@H]2n1nnnc1-c1ccc(-c2ccccc2)cc1,-0.9%,1.7,-2.7%,-9.2%,-9.0%,-2.0%,-16.9%
COc1cccc(NC(=O)C2CCN(c3nc4ccccc4nc3C(F)(F)F)CC2)c1,·,1.5,·,?,-14.4%,·,·
N#Cc1cccc(NC(=O)C2CCN(S(=O)(=O)c3ccc4[nH]c(=O)ccc4c3)CC2)c1,·,-15.8,·,-12.2%,1.8%,·,·
O=C(c1ccc(Cl)cc1)N1CC2(CCCN2Cc2ccc(Cl)cc2)Cc2ccccc21 (stereo not given),?,-0.5,?,-4.4%,-10.0%,·,i
CCC(=O)NCc1cccnc1Oc1ccccc1OC,-5.0%,10.0,i,15.4%,-1.3%,-6.2%,i
COc1ccc(C(=O)N2CCN(c3cc(-c4cccs4)[nH]n3)CC2)cc1OC,?,-0.9,-25.0%,7.2%,8.6%,6.5%,i
CC(C)CN(c1ccccc1)S(=O)(=O)c1nnc(NC(=O)C2CCCCC2)s1,·,-12.0,·,5.1%,4.6%,·,·
CCn1nccc1C(=O)NCCC1CCN(C(=O)Nc2cc(F)ccc2F)CC1,-16.2%,-2.7,-22.7%,3.5%,1.6%,-6.6%,-27.8%
CCC1(N2CCN(C(=O)c3cccc(C(F)(F)F)c3)CC2)CCN(S(C)(=O)=O)C1 (stereo not given),?,1.8,-26.3%,-12.3%,-16.8%,-14.3%,i
Cc1ccc2c(C(=O)Nc3ccc(F)cc3)cnn2c1,?,-0.5,?,109.2%[activator][87.6 µM],-0.2%[87.6 µM],?,4.6%[88.5 µM]
COc1ccc(N2CCN(C(=O)c3cc4c(s3)-c3ccccc3S(=O)(=O)C4)CC2)cc1,·,6.7,·,·,-19.6%,·,?
CCOC(=O)N1CCC(NC(=O)c2cnn(-c3cccc(C)c3)c2-n2cccc2)CC1,·,7.0,·,-2.4%,-8.8%,·,·
O=C(NCCCN1CCN(c2ccccc2F)CC1)c1ccc2nc(CCc3ccccc3)oc2c1,·,10.5,·,-18.8%,-24.1%,·,·
O=C(NC1CC1)C1CCN(C(=O)c2ncn3c2COC(c2ccc(F)cc2)C3)CC1 (stereo not given),7.5%,6.2,i,-6.8%,3.1%,35.5µM*,-1.9%
Cc1noc(-c2cccc(OC3CN(C(=O)Cc4ccccc4)C3)c2)n1,?,6.9,-42.7%,45.2%[activator],9.4%,0.0%,i
COc1ccccc1NC(=O)CSc1nc2ccccc2c2nc(-c3ccccc3)nn12,·,12.1,·,9.7%,-7.1%,·,·
Cc1ccc2nc(CO[C@H]3CN(Cc4nccs4)C[C@H]3F)[nH]c2c1,-18.8%[172 µM],-4.6,-14.3%[138 µM],18.7%[87.6 µM],-0.5%[87.6 µM],-5.7%[172 µM],i
C[C@@]12C[C@]3(O)O[C@H](O1)[C@]1(COC(=O)c4ccccc4)[C@H]3C[C@@]12O[C@@H]1O[C@H](CO)[C@@H](O)[C@H](O)[C@H]1O,·,4.3,·,·,-7.3%[23.9 µM],·,i
CCN(C(=O)CSc1nc(-c2ccc(C(C)C)cc2)no1)c1ccccc1,·,11.5,·,0.8%,-10.3%,·,·
c1ccc(Nc2cc3c(cn2)CN(Cc2ccn[nH]2)CCN3)cc1,?,-13.9,?,50.3%[activator][87.6 µM],?,7.94µM*,-3.6%[88.5 µM]
O=C(O)c1ccc(CN2CC(COc3ccccc3)C3(C2)CN(c2ccccc2)C3)cc1 (stereo not given),?,-0.3,-21.6%[138 µM],?,-4.6%[87.6 µM],-7.9%[172 µM],-11.6%[88.5 µM]
COc1ccc(-c2nc(CS(=O)(=O)CC(=O)NCCc3ccc(C)cc3)c(C)o2)cc1,·,25.4,·,20.3%,-6.4%,·,·
CC(C)N1C(=O)CO[C@H](c2ccc(NS(=O)(=O)Cc3ccccc3)cc2)[C@H]1CO,-18.5%[172 µM],-10.1,-26.0%[174 µM],23.9%[87.6 µM],-2.2%[87.6 µM],-22.7%[172 µM],3.7%[88.5 µM]

# Arranged by SMILES length (rising): 3 of the compounds above
SMILES,HEK293 tox,IP6K1 inh,NIH3T3 tox,SNCA expr inh,SNCA viab count,Luciferase inh,GPT2 inhibitor
Cc1ccc2nc(CO[C@H]3CN(Cc4nccs4)C[C@H]3F)[nH]c2c1,-18.8%[172 µM],-4.6,-14.3%[138 µM],18.7%[87.6 µM],-0.5%[87.6 µM],-5.7%[172 µM],i
COc1ccccc1NC(=O)CSc1nc2ccccc2c2nc(-c3ccccc3)nn12,·,12.1,·,9.7%,-7.1%,·,·
C[C@@]12C[C@]3(O)O[C@H](O1)[C@]1(COC(=O)c4ccccc4)[C@H]3C[C@@]12O[C@@H]1O[C@H](CO)[C@@H](O)[C@H](O)[C@H]1O,·,4.3,·,·,-7.3%[23.9 µM],·,i

# Later entries
SMILES,HEK293 tox,IP6K1 inh,NIH3T3 tox,SNCA expr inh,SNCA viab count,Luciferase inh,GPT2 inhibitor
CN1c2cc(C(=O)NCc3ccc(Cl)cc3)ccc2C(=O)N2CCCCC21 (stereo not given),?,-13.2,?,40.2%[activator],12.0%[12.5 µM],-19.8%,i
COc1cccc(-c2ccc(C(=O)NCCNC(=O)c3ccc(Cl)cc3)cc2)c1,-8.7%,-7.6,i,·,·,·,·
Cc1ccc(-n2ncc(C(=O)N3CCC(c4ccccc4)C3)c2C2CCN(C(=O)OC(C)(C)C)CC2)cc1 (stereo not given),·,16.8,·,19.3%,0.6%,·,·
O=C(CSc1nc(-c2cccs2)cc(C(F)(F)F)n1)Nc1ccccc1Cl,·,-0.3,·,12.3%,-5.1%,·,·
COC1CN(c2cccc(F)c2)C12CCN(CC1CCCCC1)CC2 (stereo not given),?,5.0,?,58.6%[activator],-13.4%,0.4%,i
Cc1noc([C@@H]2CN(S(=O)(=O)c3ccc(Cl)s3)C[C@H]2C(N)=O)n1,?,32.6,-11.2%,-12.5%,-5.5%,8.4%,i
CCc1ccc(-c2[nH]c3c(c2-c2sc(C)c(C(=O)OC)c2O)c(=O)n(C)c(=O)n3C)cc1,·,-6.8,·,16.7%,6.8%,·,·
Cc1cccc(C)c1NC(=O)Cn1nc2n(c1=O)CCCCC2,-1.1%,34.5,i,-9.8%,8.7%,4.9%,-13.5%
CN(C)C(=O)C1CN(C(=O)c2ccccc2Cl)CC12CCOCC2 (stereo not given),-0.8%,5.8,i,23.6%,3.4%,-1.9%,i
S=C(Nc1ccccc1)N[C@H]1CO[C@H]2[C@@H]1OC[C@H]2OCc1ccccc1,?,-4.5,-18.9%[138 µM],-11.6%[87.6 µM],-1.6%[87.6 µM],-0.5%[172 µM],i
CCOc1ccc(NC(=O)CSc2ncc3c(n2)-c2cc(Cl)ccc2N(C)S3(=O)=O)cc1,·,28.1,·,20.1%,3.8%,·,·
CCc1noc(-c2cn(C3CCN(C(=O)COc4ccccc4)CC3)nn2)n1,3.1%,25.0,-5.9%,-27.3%,2.6%,4.6%,i
